Screening data as filed in PubChem.
14-3-3g Raf – modulators of 14-3-3 gamma protein binding, primary screen, biochemical, fluorescence polarization | 14-3-3 protein gamma (Homo sapiens), P61981 | FP, 14-3-3gamma / TMR-pS259-Raf peptide binding | inhibition, % at 40 µM | 0.19% of 160,000 active | AID 422, 2006; in the data active means inhibition above about 30%;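 further: 0% = protein plus tracer without compound and 100% = blank with tracer alone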
Target sequence (P61981 whole entry, looked up): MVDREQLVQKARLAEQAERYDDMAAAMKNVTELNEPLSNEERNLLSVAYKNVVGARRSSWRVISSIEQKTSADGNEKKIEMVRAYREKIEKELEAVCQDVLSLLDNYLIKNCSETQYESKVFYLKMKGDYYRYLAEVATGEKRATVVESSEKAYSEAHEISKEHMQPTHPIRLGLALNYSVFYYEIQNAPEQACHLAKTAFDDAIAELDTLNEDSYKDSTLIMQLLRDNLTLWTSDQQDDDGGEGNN
Numbers without * were called inactive; & = joins results of further samples. A portion of the library; the hit share may differ from the screen's.

SMILES	14-3-3g Raf
CCOc1ccc(C(C)=O)cc1N1C(=O)C2C3C=CC(C3=C(C)C)C2C1=O (stereo unspecified)	9&-17
Cc1cccc(C)c1NC(=O)CNc1ccccc1	3&-3
CC(C)Cc1ccc(S(=O)(=O)Nc2ccc(Br)cc2)cc1	-11
Cc1ccc(N2CCN(C(=O)C3CCN(S(=O)(=O)c4cccc5nsnc45)CC3)CC2C)cc1 (stereo unspecified)	3
Cc1ccc(Nc2cc(C(=O)NCc3cccs3)c3ccccc3n2)c(C)c1	13
O=C(CC1Sc2ccccc2NC1=O)NCc1ccccc1Cl (stereo unspecified)	-14
COc1ccc(CN2C(=O)CN(C3CCCCCC3)C(=O)C2c2ccc(F)cc2)cc1 (stereo unspecified)	1
COc1cc2[nH]c(=O)n(Cc3ccc(C(=O)NCc4ccco4)cc3)c(=O)c2cc1OC	-1
O=c1ccsn1Cc1ccccc1	-2&1
O=C(CSc1nc2ccccc2[nH]1)Nc1ccc2c(c1)OCCO2	-5
S=c1[nH]nc(-c2ccco2)n1-c1cccc2ccccc12	-2
COc1ccc(C(=O)N2N=C3CCC(C)CC3C2(O)C(F)(F)F)cc1OC (stereo unspecified)	2
COc1ccc(-c2cc(C(F)(F)F)n3nc(C(=O)N4CCOCC4)nc3n2)cc1	-3
CC1CCN(S(=O)(=O)N2CCC(C(=O)NCc3cccs3)CC2)CC1	-6&4
CCC(CO)NCc1ccc2c(c1)n(C)c(=O)n2C (stereo unspecified)	1
C=CCOc1ccccc1C1C2=C(CC(C)(C)CC2=O)Nc2c1c(=O)n(C)c(=O)n2C (stereo unspecified)	2
Cc1c(NC(=O)C2c3ccccc3C(=O)N(C)C2c2cn(C)c3ccccc23)cccc1[N+](=O)[O-] (stereo unspecified)	-1
CCc1nnc(NC(=O)CSc2nc3cccnc3n2C2CCCCC2)s1	-16
CCN(CC)c1ccc2c(c1)oc(=O)c1c(Cl)cc(=O)oc12	-1
CC(Sc1nnc(N)s1)c1ccccc1Cl (stereo unspecified)	-8
CC(/C=N/O)Cc1ccc2c(c1)OCO2 (stereo unspecified)	2
COc1cc(Cl)ccc1S(=O)(=O)n1nnc2ccccc21	-14
CCN(CC)CCCN1C(=O)C(O)=C(C(=O)c2ccc(C)o2)C1c1cccs1 (stereo unspecified)	-4
Cc1cc(NC(=O)CCCc2ccccc2)nc2c1c(=O)oc1ccccc12	-115
CCOc1ccc(Oc2nc(Nc3ccc(C)cc3)nc(N(C)C)n2)nn1	-7
Cc1ccc(-n2nc(C(=O)NCCN3CCOCC3)c3c4ccccc4n(C)c3c2=O)cc1	7
O=[N+]([O-])c1cc(Cc2ccccc2Cl)cc(C=Nc2ccccc2O)c1O	-72
COc1ccccc1C1C(C(=O)OC2CCCCC2)=C(C)Nc2nnnn21 (stereo unspecified)	0
O=C(CSc1ccccn1)c1ccc2c(c1)OCO2	5
C(=Cc1ccncc1)c1ccncc1	-2

Four of the compounds above, field by field:
> O=C(CSc1ccccn1)c1ccc2c(c1)OCO2
  14-3-3g Raf: 5
> Cc1ccc(-n2nc(C(=O)NCCN3CCOCC3)c3c4ccccc4n(C)c3c2=O)cc1
  14-3-3g Raf: 7
> Cc1cc(NC(=O)CCCc2ccccc2)nc2c1c(=O)oc1ccccc12
  14-3-3g Raf: -115
> CC(/C=N/O)Cc1ccc2c(c1)OCO2 (stereo unspecified)
  14-3-3g Raf: 2

By substructure: the compounds so far containing a CF3 group.
SMILES	14-3-3g Raf
COc1ccc(C(=O)N2N=C3CCC(C)CC3C2(O)C(F)(F)F)cc1OC (stereo unspecified)	2
COc1ccc(-c2cc(C(F)(F)F)n3nc(C(=O)N4CCOCC4)nc3n2)cc1	-3

New compounds follow:
SMILES	14-3-3g Raf
CCCc1cc(=O)n2[nH]cnc2n1	-3
O=[N+]([O-])c1cc(Cc2ccccc2Cl)cc(C=Nc2ccc(N3CCOCC3)cc2)c1O	-81
C=CCNC(=O)c1sc(=S)n(-c2ccc(C(=O)OCC)cc2)c1N	-6
Cc1cc(C)nc(/N=C(\N)Nc2cccc(F)c2)n1	-12
O=c1[nH]c(N2CCOCC2)nc2c1CCCC2	-10
COc1ccc(C2C(C(=O)OC(C)C)=C(C)NC3=C2C(=O)CCC3)cc1Br (stereo unspecified)	-5
COCC(C)n1c(C)cc(C(=O)COC(=O)c2c(C)nn(-c3ccccc3)c2C)c1C (stereo unspecified)	-11
COc1ccc(-c2nc(C#N)c(NC(C)c3ccccc3)o2)cc1OC (stereo unspecified)	-14
Cc1ccc(S(=O)(=O)NC2(C(F)(F)F)NC(=O)N(C)C2=O)cc1 (stereo unspecified)	-2
N=c1c(C(=O)NC2CCCC2)cc2c(=O)n3ccccc3nc2n1Cc1ccco1	-24

Among those listed so far, three have a thiophene ring, fused or not:
SMILES	14-3-3g Raf
Cc1ccc(Nc2cc(C(=O)NCc3cccs3)c3ccccc3n2)c(C)c1	13
CC1CCN(S(=O)(=O)N2CCC(C(=O)NCc3cccs3)CC2)CC1	-6&4
CCN(CC)CCCN1C(=O)C(O)=C(C(=O)c2ccc(C)o2)C1c1cccs1 (stereo unspecified)	-4

Retrieved by structure from the list above, 3 records:
SMILES	14-3-3g Raf
COc1ccc(-c2nc(C#N)c(NC(C)c3ccccc3)o2)cc1OC (stereo unspecified)	-14
O=c1[nH]c(N2CCOCC2)nc2c1CCCC2	-10
N=c1c(C(=O)NC2CCCC2)cc2c(=O)n3ccccc3nc2n1Cc1ccco1	-24

Next section.
SMILES	14-3-3g Raf
O=C(c1cccnc1)N1CCN(Cc2ccc3c(c2)OCO3)CC1	-4
Cc1nc2sc(C(c3ccc(Cl)cc3)N3CCOCC3)c(O)n2n1 (stereo unspecified)	1
CCCN(CCC)S(=O)(=O)c1ccc2c(c1)CCCN2C(C)=O	-4&-3
CCCN1C(=O)CN(C2CCCCCC2)C(=O)C1c1ccc(OCC)c(OC)c1 (stereo unspecified)	-12
O=S(=O)(c1ccc(S(=O)(=O)N(Cc2ccc(F)cc2)C2CCCC2)cc1)N1CCCC1	2
Cn1c(=O)[nH]c(=O)c2c1ncn2CCCN	-7
Cc1nn(CCCC(=O)Nc2cc(Br)ccc2O)c(C)c1[N+](=O)[O-]	-11
O=C(Nc1ccccc1F)c1ccc(N2CC3CC(C2)c2cccc(=O)n2C3)c(NC(=O)c2ccccc2Cl)c1 (stereo unspecified)	-8
O=C(Nc1cnc2ccccc2c1)c1ccc([N+](=O)[O-])cc1Cl	2
CS(=O)(=O)NCCNC(=O)c1nonc1N	-5
O=C(CSc1nc2ccsc2c(=O)n1-c1ccc(Br)cc1)NCCC1=CCCCC1	-10
CCOC(=O)C1Cc2c([nH]c3ccccc23)CN1 (stereo unspecified)	-1
Cc1ccc(C(=O)CC(=O)C(=O)Nc2ccc(C)c(F)c2)cc1	4
O=C(Cc1ccccc1)N[C@H](c1ccccc1)P(=O)(O)CO	3
CN(C)S(=O)(=O)N1CCN(C(=O)N2CCCCC2)CC1	-1
COCCNc1nc(SCC(=O)c2ccccc2)nc2ccccc12	-6
O=C(O)C1CCCCC1C(=O)N1CCN(c2ccc([N+](=O)[O-])cc2)CC1 (stereo unspecified)	1
O=C(Nc1nc2ccccc2s1)c1ccc(NC(=O)C23CC4CC(CC(C4)C2)C3)cc1	-13
CCCCOC(=O)c1ccc(N2C(=O)C3C4c5ccccc5C(c5ccccc54)C3C2=O)cc1 (stereo unspecified)	3
Cc1cc([N+](=O)[O-])c(N2CCOCC2)cc1N	7
[O-][N+]12CCN(CC1)c1ccccc12	-9
O=C(c1c(F)cccc1F)N1CCN(c2ccccc2F)CC1	-8
CCOC(=O)Cn1cnc2sc3c(c2c1=O)CCC3	-48&-107
O=c1c(-c2nc3ccccc3o2)c2oc3ccccc3n2c2ccccc12	-6
Cc1ccc(-n2nc3cc(C)c(NC(=O)c4ccc(Br)cc4)cc3n2)cc1	-6
CC1=C(C(=O)OCC(C)C)C(c2ccccc2)C2=C(CC(c3ccccc3)CC2=O)N1 (stereo unspecified)	0
Cc1ccc(SCC(=O)Nc2ccc(Oc3ccc4c(c3)C(=O)N(Cc3ccco3)C4=O)cc2)cc1	-42
CCCS(=O)(=O)N1CCCC(C(=O)NCCCN(C)c2ccccc2)C1 (stereo unspecified)	3
O=C(CSc1nnc(CNC(=O)c2cccs2)o1)Nc1ccccc1	6
COc1ccc(-c2csc(Nc3ccc(S(=O)(=O)Nc4cc(C)on4)cc3)n2)cc1C	2
CCOC(=O)c1cnc2ccc(OC)cc2c1Nc1ccc(C)c(C)c1	2
O=C(NCCCN1CCCC1)C1CCC(=O)N1C1CCCCC1 (stereo unspecified)	-9&0
COc1ccc(S(=O)(=O)Nc2cc(Sc3ccc(C)cc3)c(O)c3ccccc23)cc1	5
COc1cccc(C2C3=C(NCCN=C3c3ccc(Cl)cc3)C(=O)N2c2ccccc2)c1 (stereo unspecified)	-5
CC(C)(C)C1CCc2onc(C(=O)NCc3ccc(Cl)cc3)c2C1 (stereo unspecified)	1
CCn1nc(C(=O)NCCc2ccc(S(N)(=O)=O)cc2)c2ccccc2c1=O	0
O=C(NC1(C(F)(F)F)C(=O)Nc2c1c(=O)[nH]c(=O)n2-c1ccc(F)cc1)c1ccncc1 (stereo unspecified)	-4
COC(=O)c1cc(N2C(=O)C3C(C2=O)C2(C)C=CC3(C)O2)ccc1Cl (stereo unspecified)	7&-102
CCc1ccc(S(=O)(=O)Nc2cc(SCC(=O)O)c(O)c3ccccc23)cc1	-9
O=C(CNc1ccccc1-c1nc2ccccc2[nH]c1=O)NCC1CCCO1 (stereo unspecified)	-5
O=C(C1CCN(S(=O)(=O)N2CCOCC2)CC1)N1CCN(c2ccccc2)CC1	-2&0
O=S(=O)(c1ccc(F)cc1)N1CCN(C2CCCC2)CC1	-3
O=C(c1cccc(C(F)(F)F)c1)N1CCc2cc(Br)ccc21	6
Cc1cc(C)n(-c2ccccc2O)n1	0
CC1(C)C(=O)OC(C(=O)c2ccccc2)C(C)(C)C1=O (stereo unspecified)	-1
O=C(c1nn2c(c1Br)NC(c1cccs1)CC2C(F)(F)F)N1CCCC1 (stereo unspecified)	1
C=CCn1c(N)c(C(=O)OCCC)c2nc3ccccc3nc21	-7
CC(C)C(=O)NCCn1ccc2ccccc21	-4&9
C=C(C)Cn1c(SCC#N)nc2ccccc2c1=O	-8
CCOC(=O)C1=C(c2ccccc2)NC(=S)NC1c1cc(OC)c(OC)cc1Cl (stereo unspecified)	-7
Additional records.
SMILES	14-3-3g Raf
CC1(C)CC(=O)C=C(Nc2ccccc2NC(=O)c2cnccn2)C1	-2
CN1CCN(CCCNC(=O)Cn2nc(-c3ccccc3)ccc2=O)CC1	3&-5
O=C(CCCN1C(=O)SC(=Cc2ccccc2)C1=S)Nc1cccc(O)c1	-6
COCC(C)NC(=O)NC(=O)c1ccc(Cl)cc1 (stereo unspecified)	-6
CCOc1ccc(C2NC(=O)NC(C)=C2C(=O)OC(C)C)cc1 (stereo unspecified)	-9
COc1ccc(CCNC(=O)C(=O)c2c(-c3ccccc3)cc3ccccn23)cc1OC	-2
Cc1ccccc1Nc1cc(C(=O)NCc2ccccc2)c2ccccc2n1	-6
COC(=O)c1ccc(CSc2nnc(CNC(=O)c3cccs3)o2)o1	-10&6
CCOc1ccc(C(=O)Nc2ccc3oc(-c4cccc(F)c4)nc3c2)cc1[N+](=O)[O-]	-12
Cc1ccc2c(c1)N(CCC(=O)NC1CCCCC1)C(=O)CO2	-1
CCOC(=O)c1c(C)oc2c1cc(NS(=O)(=O)c1ccc(C)c([N+](=O)[O-])c1)c1ccccc12	-33
CCOC(=O)c1cnn(-c2ccccn2)c1N	-3
N#CC1=C(N)N(c2ccccc2)C(c2ccccc2)C1(C#N)C#N (stereo unspecified)	0
Cc1sc2c(c1C)c(=O)n(-c1ccc(F)cc1)c(=O)n2CC(=O)NCc1ccco1	-7
O=C1CC(C=Cc2ccc(Br)cc2)=Nc2ccccc2N1	-3
CSc1nc(N)nc(SCC(=O)c2ccc(C)cc2)c1C#N	3&4
O=C(NCc1ccccc1)c1scc2c1CCCC2	4
COc1cc2nc(SCC(=O)Nc3ccccc3F)n3nc(-c4ccccc4)nc3c2cc1OC	-8
CCOC(=O)C1CCN(C(=O)Cn2c(=O)oc3cc(Cl)ccc32)CC1	-4
CCOC(=O)C1CCN(Cc2ccccc2C(F)(F)F)CC1	-13
COC(=O)Cn1nc(-c2ccccc2)c2ccccc2c1=O	-5&-14
CNc1oc(-c2ccco2)nc1C#N	-9
CCOC(=O)c1sc(NC(=O)CCN2C(=O)c3ccccc3C2=O)nc1C	-4
O=[N+]([O-])c1ccc(-c2nc3ccccc3nc2-c2ccccc2)cc1	-7
COc1ccc(C2C(C(=O)OCC(C)C)=C(C)N=C3SCCC(=O)N32)cc1OC (stereo unspecified)	-9
O=C(O)c1ccc(COc2ccccc2Cl)cc1	0
Cc1cccc(-n2nc3c(c2NC(=O)c2ccccc2I)CSC3)c1C	4
CC(=O)c1c(C)c[nH]c1C	-4
Cc1nc(NC(CC(C)C)C(=O)O)c2nc(C)oc2n1 (stereo unspecified)	7&-4
Cc1ccc(-n2nc3c(c2NC(=O)Cc2ccccc2)CS(=O)(=O)C3)cc1	4
COc1ccc(/C(O)=C2/C(=O)C(=O)N(CCN(C)C)C2c2ccc(F)cc2)cc1Cl (stereo unspecified)	-12
Cc1ccc(NC(=O)C2c3ccccc3Oc3ccccc32)cc1Cl	8
O=C(Nc1cccc(C(F)(F)F)c1)C1CCCN(S(=O)(=O)c2cccc3nsnc23)C1 (stereo unspecified)	-11
Cn1c(NC(=O)c2cccc(Cn3cc(Cl)cn3)c2)nc2ccccc21	-3
CCOC(=O)COc1ccc2c(=O)c(Oc3ccccc3Br)c(C(F)(F)F)oc2c1	-59
COc1ccccc1-c1cc(C(=O)Nc2ccc(Br)cc2)no1	-1
CC(=O)c1ccc(NC(=O)CSc2nc3ccc(NC(=O)c4ccccc4C)cc3s2)cc1	-19
O=C1CC(c2cc3c(cc2Br)OCO3)C2=C(CCCC2=O)N1 (stereo unspecified)	-1
CCc1ccc(Oc2c(C(F)(F)F)oc3c(CN(C)C)c(O)ccc3c2=O)cc1	-8
COC(=O)c1ccc(C(=O)Nc2ccc(CC#N)cc2)cc1	-31
